H37Rv inhibition: M. tuberculosis growth inhibition, HTS (AID 449762) | M. tuberculosis H37Rv growth inhibition, 7H9 media; higher % means a stronger effect | inhibition, % at 25 µM, or IC50 in µM where a hit was titrated | 330,000 tested, 0.59% active; in the data active = a potency from the dose series; inconclusive = inhibition above about 70% without an active follow-up result;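 note: bacterial growth assessed after seven days of incubation; strong numbers were not always called active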
tuberculosis growth: growth inhibition of non-replicating M. tuberculosis (AID 488890); Mycobacterium tuberculosis non-replicating, growth inhibition; higher % means a stronger effect; inhibition, % at 25 µM; hits with a dose series show IC50 in µM; 320,000 tested, 0.39% active; in the data active = a potency from the dose series; inconclusive = inhibition mostly from about 82% at the one dose, without a potency; inactive = the rest, 99 in 100 with inhibition below about 76%;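 note: plate controls were DMSO cells for no effect and high antibiotic wells for full effect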
PhoP GFP inhibition: PhoP regulon inhibitors, Salmonella typhi PhoP promoter GFP reporter, confirmatory (AID 1850); Salmonella Typhi PhoP-promoter GFP reporter, fluorescence, 4 h; higher % means a stronger effect; inhibition, % at 50 µM, or IC50 in µM where a hit was titrated; 310,000 tested, 0.33% active; in the data active = a potency from the dose series; inconclusive = inhibition mostly from about 25% at the one dose, without a potency; inactive = the rest, 99 in 100 with inhibition below about 19%;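 note: 0% = induced wells with vehicle and 100% = uninduced wells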
VEEV TC-83 Vero: inhibitors of VEEV TC-83 cytopathic effect, confirmation, Vero cells (AID 588727); inhibition, % at 20 µM; hits with a dose series show IC50 in µM; 350,000 tested, 0.13% active; Vero cells, VEEV TC-83 cytopathic effect inhibition; higher % means a stronger effect; in the data active = a potency from the dose series; inconclusive = inhibition mostly from about 14% at the one dose, without a potency; inactive = the rest, 99 in 100 with inhibition below about 12%; note: strong numbers were not always called active
H1N1 NS1A inhibition: NS1A inhibition, H1N1 influenza, cell based functional assay (AID 504329) | NS1A functional cell-based assay, percent inhibition; higher % means a stronger effect | one-dose inhibition, % at 12.5 µM; IC50 in µM for titrated hits | 340,000 tested, 0.3% active; in the data active = a potency from the dose series; inconclusive = inhibition above about 27% without an active follow-up result; note: strong numbers were not always called active
VEEV TC-83 Vero 10K pilot screen: further read-out of VEEV TC-83 Vero, marked with its call; inhibition, %; measured here: 10K pilot screen inhibition
The depositor's hits bear a star.

For Cc1cc(=O)c(C(=O)O)cn1Nc1ccc(F)cc1 the results were H37Rv inhibition 3%, tuberculosis growth 8%, PhoP GFP inhibition -1%, VEEV TC-83 Vero 1.0%, H1N1 NS1A inhibition 5% and VEEV TC-83 Vero 10K pilot screen 1.4.
For Cc1onc(-c2c(Cl)cccc2Cl)c1C(=O)Nn1cnnc1 the results were H37Rv inhibition -7%, tuberculosis growth 5%, PhoP GFP inhibition -1%, VEEV TC-83 Vero 0.9% and H1N1 NS1A inhibition -4%.
O=C1c2ccccc2CCc2ccccc21 was read as VEEV TC-83 Vero 2.0% and H1N1 NS1A inhibition 2%.
COc1ccc(CN2CCN(C(=O)c3ccco3)CC2)cc1 was read as H37Rv inhibition -1%, tuberculosis growth -9%, PhoP GFP inhibition 13%, VEEV TC-83 Vero 0.6% and H1N1 NS1A inhibition -4%.
COc1ccc(C(C)(C)C)cc1NC(=O)CCCn1c(=O)oc2ccccc21 was read as H37Rv inhibition 3%, tuberculosis growth 28%, PhoP GFP inhibition -1%, VEEV TC-83 Vero 1.4% and H1N1 NS1A inhibition -4%.
`N#Cc1cccc(Cn2nnc(-c3ccccc3)n2)c1` gave H37Rv inhibition 0%, tuberculosis growth 48%, PhoP GFP inhibition 6%, VEEV TC-83 Vero inactive and H1N1 NS1A inhibition 3%.
For COc1ccc(C(=O)Nc2nnc(CCc3ccccc3)s2)c(OC)c1 the results were H37Rv inhibition 66%, tuberculosis growth 17%, PhoP GFP inhibition -8%, VEEV TC-83 Vero 6.1% and H1N1 NS1A inhibition -3%.
For COc1ccc(C(=O)OCC(=O)NC2CCCC2)c(OC)c1OC the results were H37Rv inhibition 5%, tuberculosis growth 8%, PhoP GFP inhibition -1%, VEEV TC-83 Vero 0.5% and H1N1 NS1A inhibition -8%.
Screening COc1ccc(C(=O)NCc2ccc3c(c2)CCO3)cc1 returned H37Rv inhibition -6%, tuberculosis growth 19%, PhoP GFP inhibition -4%, VEEV TC-83 Vero 10% and H1N1 NS1A inhibition -18%.
For Cc1ccc(/C=N/NC(=O)c2cc(-c3ccncc3)nc3ccccc23)o1 the results were VEEV TC-83 Vero 9.1% and H1N1 NS1A inhibition 26%.
For O=C(NCc1ccccc1)C1CCN(S(=O)(=O)c2ccc(N3CCCC3=O)cc2)CC1 the results were H37Rv inhibition 3%, tuberculosis growth -2%, PhoP GFP inhibition -6%, VEEV TC-83 Vero 0.6% and H1N1 NS1A inhibition 8%.
O=C(NCc1cccs1)c1cc(S(=O)(=O)N2CCCCC2)ccc1Cl was read as H37Rv inhibition -2%, tuberculosis growth 4%, PhoP GFP inhibition -7%, VEEV TC-83 Vero inactive and H1N1 NS1A inhibition 5%.
`CC(C)NC(C)Cc1ccc(I)cc1` (configuration not stated) gave H37Rv inhibition 0%, tuberculosis growth -4%, PhoP GFP inhibition -7%, VEEV TC-83 Vero 0.2% and H1N1 NS1A inhibition 4%.
For COc1ccccc1CCNC1CCCCCC1 the results were H37Rv inhibition 0%, tuberculosis growth -26%, PhoP GFP inhibition -5%, VEEV TC-83 Vero inactive and H1N1 NS1A inhibition -7%.
O=C(NCCc1nccs1)C1CCC(=O)N(Cc2cccc(C(F)(F)F)c2)C1 (configuration not stated) was read as H37Rv inhibition 4%, tuberculosis growth 6%, PhoP GFP inhibition -6%, VEEV TC-83 Vero 4.2% and H1N1 NS1A inhibition -5%.

The closing 3 entries of the section above come first, to join the parts.
`CC(C)NC(C)Cc1ccc(I)cc1` (configuration not stated) gave H37Rv inhibition 0%, tuberculosis growth -4%, PhoP GFP inhibition -7%, VEEV TC-83 Vero 0.2% and H1N1 NS1A inhibition 4%.
For COc1ccccc1CCNC1CCCCCC1 the results were H37Rv inhibition 0%, tuberculosis growth -26%, PhoP GFP inhibition -5%, VEEV TC-83 Vero inactive and H1N1 NS1A inhibition -7%.
O=C(NCCc1nccs1)C1CCC(=O)N(Cc2cccc(C(F)(F)F)c2)C1 (configuration not stated) was read as H37Rv inhibition 4%, tuberculosis growth 6%, PhoP GFP inhibition -6%, VEEV TC-83 Vero 4.2% and H1N1 NS1A inhibition -5%.
Screening O=C(COC(=O)COc1ccccc1)Nc1ccc2c(c1)OCCO2 returned H37Rv inhibition -1%, tuberculosis growth 5%, VEEV TC-83 Vero 1.0% and H1N1 NS1A inhibition -25%.
Screening O=C(C[n+]1ccccc1)Nc1cc(C(F)(F)F)ccc1Cl returned H37Rv inhibition 4%, tuberculosis growth -9%, PhoP GFP inhibition -5%, VEEV TC-83 Vero inactive and H1N1 NS1A inhibition -1%.
CCc1c(C)c2ccc(OC3CCCCC3=O)cc2oc1=O (configuration not stated) was read as H37Rv inhibition 1%, tuberculosis growth -6%, PhoP GFP inhibition -3%, VEEV TC-83 Vero 0.2% and H1N1 NS1A inhibition -7%.
Cc1ccc(C(O)(CCN2CCCCC2)c2ccccc2)cc1 (configuration not stated) was read as H37Rv inhibition 7%, tuberculosis growth 4%, PhoP GFP inhibition 0%, VEEV TC-83 Vero 0.8% and H1N1 NS1A inhibition -2%.
`CC(C)(C)C(=O)Nc1sc2c(c1C(=O)Nc1ccccn1)CCCC2` gave H37Rv inhibition -2%, tuberculosis growth -4%, PhoP GFP inhibition 14%, VEEV TC-83 Vero 6.3% and H1N1 NS1A inhibition 4%.
`CC1(C)CC2(CCO1)C(Nc1ccccc1)=NC(=S)N2CC(N)=O` (configuration not stated) gave H37Rv inhibition 9%, tuberculosis growth 7%, PhoP GFP inhibition -10%, VEEV TC-83 Vero inactive and H1N1 NS1A inhibition 0%.
O=C(CSc1nc(=O)n(CCCN2CCOCC2)c2c1CCCC2)Nc1ccc(F)cc1F was read as H37Rv inhibition -8%, tuberculosis growth 4%, PhoP GFP inhibition 10%, VEEV TC-83 Vero 2.9% and H1N1 NS1A inhibition -5%.
Screening O=C(N/C(=C/c1cccnc1)C(=O)N1CCCCCC1)c1cccc(Br)c1 returned H37Rv inhibition -11%, tuberculosis growth 50%, PhoP GFP inhibition -3%, VEEV TC-83 Vero 6.9% and H1N1 NS1A inhibition -11%.
For O=C1C=C(c2cccc(Cl)c2O)C[C@@H](c2ccc3c(c2)OCO3)C1 the results were H37Rv inhibition -7%, tuberculosis growth 38%, VEEV TC-83 Vero 2.6% and H1N1 NS1A inhibition -10%.
`CCOc1ccccc1C(=O)NC(C(=O)N(C)Cc1ccc2c(c1)OCO2)C(C)C` (configuration not stated) gave H37Rv inhibition -7%, tuberculosis growth 51%, VEEV TC-83 Vero 8.6% and H1N1 NS1A inhibition -11%.
O=C(Nc1ccc([N+](=O)[O-])cc1)N1CCN(C(=O)C2CCCO2)CC1 (configuration not stated) was read as H37Rv inhibition -19%, tuberculosis growth -8%, PhoP GFP inhibition -5%, VEEV TC-83 Vero 1.7% and H1N1 NS1A inhibition -8%.
For c1ccc(-c2nnc(-c3ccccc3)o2)cc1 the results were H37Rv inhibition 0%, PhoP GFP inhibition 8%, VEEV TC-83 Vero 2.3% and H1N1 NS1A inhibition 0%.
O=C(N/N=C/c1ccccn1)c1ccc(NC(=O)c2ccc(F)cc2)cc1 was read as H37Rv inhibition 3%, tuberculosis growth 24%, PhoP GFP inhibition -4%, VEEV TC-83 Vero 4.7% and H1N1 NS1A inhibition -1%.
`O=C(CSc1nnc(-c2ccc(O)cc2)o1)Nc1cccc(O)c1` gave H37Rv inhibition -3%, tuberculosis growth -2%, PhoP GFP inhibition -7%, VEEV TC-83 Vero 3.9% and H1N1 NS1A inhibition -6%.
For COc1ccc(-c2cc(=O)oc3cc(OCC(=O)NCC(O)c4ccccc4)ccc23)cc1 (configuration not stated) the results were H37Rv inhibition -6%, tuberculosis growth -10%, PhoP GFP inhibition 12%, VEEV TC-83 Vero inactive and H1N1 NS1A inhibition -1%.
`Cc1ccc(N2C(=O)Nc3ccc(Br)cc3C2(O)C(=O)NCCN(C)C)cc1C` (configuration not stated) gave H37Rv inhibition -3%, tuberculosis growth -1%, PhoP GFP inhibition -4%, VEEV TC-83 Vero 0.4% and H1N1 NS1A inhibition 1%.
CCC(=O)c1ccc(OCCSc2ncccn2)cc1 was read as H37Rv inhibition 2%, tuberculosis growth 39%, PhoP GFP inhibition -5%, VEEV TC-83 Vero 2.1% and H1N1 NS1A inhibition 6%.
`O=C(CCc1ccccc1)NNC(=O)c1ccncc1` gave H37Rv inhibition inconclusive, tuberculosis growth 56%, VEEV TC-83 Vero 0.9% and H1N1 NS1A inhibition 0%.
`Cc1cc(NC(=O)c2c(F)cccc2Cl)no1` gave H37Rv inhibition -4%, tuberculosis growth -14%, PhoP GFP inhibition -7%, VEEV TC-83 Vero 0.9% and H1N1 NS1A inhibition -11%.
Screening Cn1ncc2c(NNC(=O)Cc3cccc4ccccc34)ncnc21 returned H37Rv inhibition 8%, tuberculosis growth -7%, PhoP GFP inhibition 1%, VEEV TC-83 Vero 0.2% and H1N1 NS1A inhibition -4%.
Cc1ccc(C(=O)NCCc2cccs2)cc1 was read as H37Rv inhibition 9%, tuberculosis growth 79%, PhoP GFP inhibition 4%, VEEV TC-83 Vero 0.3% and H1N1 NS1A inhibition -2%.
COc1ccc(OC)c(/C(C)=N\NC(=O)c2cc3cc(Cl)ccc3n2C)c1 was read as H37Rv inhibition -6%, tuberculosis growth 19%, PhoP GFP inhibition -4%, VEEV TC-83 Vero 5.4% and H1N1 NS1A inhibition 5%.
Screening COC(=O)CN1C(=O)[C@H]2[C@@H](C3CC3)N3C(=O)CN(Cc4ccc(-c5ccccc5)cc4)C(=O)[C@@]3(Cc3ccccc3)[C@H]2C1=O returned H37Rv inhibition 9%, tuberculosis growth 31%, PhoP GFP inhibition 3%, VEEV TC-83 Vero 0.5% and H1N1 NS1A inhibition -25%.
Screening CSCC[C@H](NC(=O)N1CCn2c1nc1ccccc12)C(=O)NCc1ccc(F)cc1 returned H37Rv inhibition 17%, tuberculosis growth 29%, PhoP GFP inhibition -25%, VEEV TC-83 Vero 2.3% and H1N1 NS1A inhibition 0%.
`Cn1c(N)c(N=Nc2ccc(S(N)(=O)=O)cc2)c(=O)n(C)c1=O` gave H37Rv inhibition -4%, tuberculosis growth -17%, PhoP GFP inhibition -10%, VEEV TC-83 Vero 1.9% and H1N1 NS1A inhibition 1%.
O=C(O)c1ccc(N/N=C/c2cc3cc4c(cc3nc2Cl)OCCO4)cc1 was read as H37Rv inhibition 6%, tuberculosis growth -18%, PhoP GFP inhibition 9%, VEEV TC-83 Vero 2.1% and H1N1 NS1A inhibition 12%.
`CCN(C[C@H]1N[C@@](C)(C(=O)OC)[C@H]2C(=O)N(Cc3ccccc3)C(=O)[C@@H]12)C(=O)c1ccccc1` gave H37Rv inhibition -4%, tuberculosis growth -17%, VEEV TC-83 Vero 1.0% and H1N1 NS1A inhibition 1%.
For N#Cc1ccc(NC(=O)CCc2nc3ccccc3s2)cc1 the results were H37Rv inhibition -2%, tuberculosis growth -20%, PhoP GFP inhibition 11%, VEEV TC-83 Vero inactive and H1N1 NS1A inhibition -3%.
For COc1cccc(C2C(C#N)=C(N)SC(c3ccccc3)C2[N+](=O)[O-])c1 (configuration not stated) the results were H37Rv inhibition 8%, PhoP GFP inhibition -16%, VEEV TC-83 Vero 4.0% and H1N1 NS1A inhibition 1%.
For Cc1nc(/N=C\c2ccc(N(C)C)cc2)sc1C the results were H37Rv inhibition 2%, tuberculosis growth 2%, PhoP GFP inhibition 2%, VEEV TC-83 Vero 0.9% and H1N1 NS1A inhibition -3%.
Screening Cc1ccc(S(=O)(=O)N2CCN(C(=O)c3ccc(Cl)nc3)CC2)cc1 returned H37Rv inhibition -2%, tuberculosis growth 6%, PhoP GFP inhibition 6%, VEEV TC-83 Vero inactive and H1N1 NS1A inhibition -4%.
`COC(=O)c1cc(S(=O)(=O)N2CCN(c3ccc(F)cc3)CC2)c[nH]1` gave H37Rv inhibition -11%, tuberculosis growth -13%, PhoP GFP inhibition -8%, VEEV TC-83 Vero 0.6% and H1N1 NS1A inhibition 1%.
`CCc1ccc(N2CC(C)Cn3c2nc2c3c(=O)[nH]c(=O)n2C)cc1` (configuration not stated) gave H37Rv inhibition -10%, tuberculosis growth 0%, PhoP GFP inhibition -2%, VEEV TC-83 Vero 0.1% and H1N1 NS1A inhibition -2%.
`CCOc1ccc(/C=N/Nc2nc(N3CCCC3)nc(N3CCCC3)n2)cc1OC` gave H37Rv inhibition 8%, tuberculosis growth 23%, PhoP GFP inhibition -11%, VEEV TC-83 Vero 2.5% and H1N1 NS1A inhibition -5%.

From PubChem BioAssay
